# TNAP activation fold = human TNAP enzyme activators, primary screen, biochemical, luminescent, no phosphate acceptor, uHTS (AID 1001). purified TNAP, luminescent activation assay, no phosphate acceptor; higher activation fold means a stronger effect. activation fold at 20 µM, or EC50 in µM where a hit was titrated. hit rate 0.03% among 200,000; in the data active = activation fold from about 3, or a potency from the dose series; inactive = the rest, 99 in 100 with activation fold below about 1.6; also: many of its hits are not listed in these tables
# PMI inhibitors = inhibitors of human PMI, primary screen, biochemical, fluorescence intensity, coupled assay (AID 1209); purified PMI enzyme, coupled fluorescence intensity; higher % means a stronger effect; hit rate 0.42% among 190,000; inhibition, % at 20 µM, or IC50 in µM where a hit was titrated;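 also: plate controls were DMSO vehicle for no effect and wells lacking substrate for full effect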
# P. falciparum M17LAP = P. falciparum M17LAP inhibitors, primary screen, biochemical, fluorogenic H-Leu-NHMec substrate, 1536-well (AID 1619). inhibition, % at 30 µM; hits with a dose series show IC50 in µM. recombinant M17LAP, H-Leu-NHMec fluorogenic kinetic assay; higher % means a stronger effect. hit rate 0.38% among 220,000;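 active = compound inhibiting the enzyme by more than half at any dose during confirmatory dose-response retesting; inconclusive = strong single-dose inhibitors picked by rank but not retested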;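 also: plate controls were full reaction with DMSO carrier for no effect and no enzyme background for full effect; strong numbers were not always called active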
# UTI89 phage lysis = protection from phage-mediated lysis, alamar blue read-out – E. coli UTI89, K1F phage, bacterial capsule biogenesis inhibitors (AID 488966); E. coli UTI89 K1F phage lysis, alamar blue, 2 h; higher % means a stronger effect; inhibition, % at 100 µM, or IC50 in µM where a hit was titrated; hit rate 0.02% among 340,000;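 active = phage lysis inhibition, versus mean bacterial control, above a set limit; inconclusive = no clear call, values can overlap the other calls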;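 also: capsule biogenesis inhibitors block K1F phage lysis so surviving cells raise fluorescence; higher fluorescence means more inhibition of phage lysis; actives were called in the ten point dose series up to 300 µM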
# T cell HTS = T cell immune modulation candidate. 2C CD8+ T cell-vesicle binding, flow cytometry; active compounds read low. calls only at 7 µM. hit rate 0.068% among 330,000;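 active = response, share of CD8 T cells binding vesicles, and their 90th percentile fluorescence all below set limits, cut at about 80% in these data, passing the limit was not always enough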
#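 material = purified 2C TCR transgenic mouse naive CD8+ T cells | controls = Unloaded micro-vesicles (low), QL9 vesicles with 0.7% DMSO (high) | detection = cytometric PE anti-B7-1 and Alexa647 anti-CD8 signals after 1% paraformaldehyde fixation | incubation = binding step 1.5 h, 37 °C, antibody labelling 20 min, ice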
# RSV CPE inhibition = inhibition of RSV-induced cytopathic effect – HEp-2 cells, primary 10 µM value included (AID 2391); hit rate 0.13% among 310,000; HEp-2 cells, RSV-induced CPE inhibition; higher % means a stronger effect; one-dose CPE inhibition, % at 10 µM; IC50 in µM for titrated hits; in the data active = a potency from the dose series; inconclusive = CPE inhibition mostly from about 23% at the one dose, without a potency; inactive = the rest, 99 in 100 with CPE inhibition below about 21%; also: strong numbers were not always called active
# M1AAP inhibition = malaria alanyl aminopeptidase activity blockers – biochemical, fluorogenic H-Leu-NHMec substrate, 1536-well (AID 1445). hit rate 0.42% among 220,000. one-dose inhibition, % at 30 µM; IC50 in µM for titrated hits. recombinant M1AAP, H-Leu-NHMec fluorogenic kinetic assay; higher % means a stronger effect;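 active = primary inhibition above the hit cutoff, then over 50% inhibition at one or more dose response concentrations, cut at about 23% in these data, passing the limit was not always enough; inconclusive = conflicting primary data, or primary hits not chosen for dose response; inactive = low primary inhibition, or under 50% at every dose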;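 also: plate controls were DMSO full reaction for no effect and no enzyme background for full effect; strong numbers were not always called active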
# human PMI inhibitors = MPI inhibition at elevated mannose 6-phosphate – biochemical, fluorescence intensity, high mannose 6-phosphate, primary screen (AID 1220); recombinant PMI enzyme, coupled fluorescence intensity; higher % means a stronger effect; one-dose inhibition, % at 20 µM; IC50 in µM for titrated hits; hit rate 0.66% among 190,000
# West Nile virus CPE = inhibition of WNV-induced cytopathic effect – cell-based, CPE readout (AID 1621). CPE inhibition, % at 10 µM; hits with a dose series show IC50 in µM. hit rate 0.02% among 290,000. West Nile virus-infected cells, CPE inhibition; higher % means a stronger effect; in the data active = a potency from the dose series; inconclusive = CPE inhibition mostly from about 3.7% at the one dose, without a potency; inactive = the rest, 99 in 100 with CPE inhibition below about 2.2%; also: strong numbers were not always called active
# T cell HTS vesicle-bound % = further read-out of T cell HTS, marked with its call; double positive events, %; measured here: CD8+ vesicle-bound cell fraction;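 binding gate set so that unloaded-vesicle control wells show 10% double positive cells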
# * = called active by the depositor; i = inactive; ? = inconclusive; · = no result given; [ ] = remark or other dose. Rule as the data show it, unless noted: active = inhibition above about 50%; inactive = the rest.
SMILES,TNAP activation fold,PMI inhibitors,P. falciparum M17LAP,UTI89 phage lysis,T cell HTS,T cell HTS vesicle-bound %,RSV CPE inhibition,M1AAP inhibition,human PMI inhibitors,West Nile virus CPE
Cc1cs/c(=N\N=C\c2ccc(O)cc2)n1Cc1ccco1,1.2,7%,-7%,-1.8%,i,22,12%,8%,9%,-0.8%
Cc1ccc(N2CCCn3c2cc(C)c(C#N)c3=O)cc1C,1,-6%,-10%,0.5%,i,42,13%,12%,-10%,-0.6%
Cc1ccc(OCCn2cccn2)c(C)c1,1.1,-10%,-3%,0.1%,i,61,0.9%,1%,-13%,0.6%
CCc1c(C(=O)N/N=C/c2cccs2)nnn1-c1nonc1N,·,·,·,-0.8%,i,17,1.9%,·,·,0.1%
Cn1c(=O)oc2cc(S(=O)(=O)NCCN3CCN(c4ccccc4)CC3)ccc21,1,-9%,4%,0.1%,i,29,0.7%,4%,2%,-0.5%
COc1ccc(CCN2C(=O)c3[nH]nc(-c4ccccc4O)c3C2c2ccc(C)cc2)cc1OC (stereo not drawn),1.2,24%,-5%,0.8%,i,33,14%,-1%,23%,2.7%
COc1ccccc1N1C(=O)C2ON(c3ccccc3)C(c3ccc(N(C)C)cc3)C2C1=O (stereo not drawn),1.1,17%,-4%,·,i,42,1.9%,-3%,8%,0.2%
COc1ccc(/C(C)=N/OC/C(O)=C(\C#N)c2nc3ccccc3[nH]2)c(OC)c1,1.3,9%,7%,0.0%,i,66,3.8%,-3%,30%,0.1%
N#C/C(=C(/O)c1ccc([N+](=O)[O-])cc1)c1nnc2n1CCCCC2,1.1,-14%,0%,0.1%[50 µM],i,36,0.6%,1%,-4%,0.5%
COc1cc(C(=O)NC(=S)Nc2ccc([N+](=O)[O-])cc2C)cc(OC)c1OC,1,22%,16%,0.2%,i,49,1.8%,3%,7%,-0.6%
O=C(N[C@@H](Cc1ccccc1)C(=O)O)c1cccs1,·,·,·,-0.6%,i,47,2.9%,·,·,-0.2%
Cc1ccc(N2C(=O)C(O)(C(F)(F)F)C3=C2CC(C)(C)CC3=O)cc1C (stereo not drawn),1.1,0%,8%,4.8%,i,29,-0.4%,2%,-10%,-0.3%
Cc1cc(C)nc(Sc2c(C)n[nH]c2C)n1,1.1,1%,-5%,0.3%,i,32,3.4%,5%,3%,0.3%
Cc1[nH]c(C)c(S(=O)(=O)N(Cc2ccccc2)C(C)C)c1C(=O)N1CCCC1,·,·,·,0.4%,i,0,-0.9%,·,·,-1.5%
CCCC(C(=O)NC(C)(C)CC)N(Cc1ccco1)C(=O)CNS(=O)(=O)c1ccccc1 (stereo not drawn),·,·,·,0.1%,i,13,-1.0%,·,·,-1.1%
Cc1cnc(C(=O)N2CCCC(C(=O)c3ccc(Cl)cc3C)C2)cn1 (stereo not drawn),1,1%,-4%,-0.1%,i,12,3.7%,0%,-7%,-1.8%
O=c1c2cc3c(nc2[nH]c(=S)n1-c1ccccc1)CCCC3,·,·,-8%,0.7%,i,24,1.8%,-1%,·,0.0%
CCC(C)(C)n1nnnc1C(c1cc2cc(C)cc(C)c2[nH]c1=O)N1CCN(C(=O)c2ccco2)CC1 (stereo not drawn),1.1,0%,3%,0.0%,i,11,0.7%,8%,-4%,1.4%
COc1ccccc1-c1n[nH]c(=S)n1-c1ccccc1,1,12%,-12%,-0.3%,i,8,-1.3%,3%,15%,0.6%
CCn1c(/C=C/c2c(C)n(CC)c3ccccc23)nc2ccccc2c1=O,0.9,12%,-3%,0.1%,i,39,1.4%,2%,-1%,-0.9%
O=C(Nc1ccccc1N1CCOCC1)c1cc(Br)c(Br)s1,1,4%,-1%,0.2%,i,2,-0.5%,0%,6%,0.1%
COCCNC(=O)C(c1cccc(OC)c1)N(Cc1cccs1)C(=O)Cn1nnc2ccccc21 (stereo not drawn),1.1,1%,6%,1.7%,i,39,0.0%,1%,-4%,-0.4%
COc1ccc(C(=O)Nc2ccc(S(=O)(=O)Nc3onc(C)c3C)cc2)c(OC)c1,1.2,-7%,5%,-2.0%,i,41,-0.1%,4%,10%,0.2%
CC/C(=N\O)C(C)(C)/[N+]([O-])=C/c1ccc(Br)cc1,1.1,2%,11%,1.0%,i,8,0.1%,1%,4%,0.3%
CNC(=O)COc1cccc(C(=O)NCc2ccccc2)c1,1,15%,2%,1.7%,i,10,0.0%,1%,0%,0.1%
Cc1c(Cl)cnc(NC(=O)COC(=O)c2ccc(S(=O)(=O)NCc3ccco3)cc2)c1Cl,1.1,-21%,1%,5.4%,i,27,3.0%,0%,-43%,-0.2%
Cn1nnnc1SCC(=O)NCc1cc([N+](=O)[O-])ccc1O,1,-2%,6%,-0.2%,i,52,-0.4%,0%,4%,1.0%
CC1CCN(C(c2ccc(N(C)C)cc2)c2nnnn2C(C)(C)C)CC1 (stereo not drawn),1,20%,2%,0.0%,i,62,1.1%,0%,10%,-0.5%
O=C(Cc1coc2ccc3ccccc3c12)Nc1nccs1,1.1,4%,10%,0.9%,i,37,2.1%,13%,-4%,0.9%
CCNC(=O)CC1C(=O)N(c2ccc(F)cc2)C(=S)N1CCc1ccncc1 (stereo not drawn),1.1,-1%,-3%,2.5%,i,53,-1.6%,1%,0%,0.0%

# 4 of the compounds above, with values under each structure:
# Results follow in this order: TNAP activation fold, PMI inhibitors, P. falciparum M17LAP, UTI89 phage lysis, T cell HTS, T cell HTS vesicle-bound %, RSV CPE inhibition, M1AAP inhibition, human PMI inhibitors, West Nile virus CPE
COc1ccccc1-c1n[nH]c(=S)n1-c1ccccc1
  1, 12%, -12%, -0.3%, i, 8, -1.3%, 3%, 15%, 0.6%
CCn1c(/C=C/c2c(C)n(CC)c3ccccc23)nc2ccccc2c1=O
  0.9, 12%, -3%, 0.1%, i, 39, 1.4%, 2%, -1%, -0.9%
O=C(Nc1ccccc1N1CCOCC1)c1cc(Br)c(Br)s1
  1, 4%, -1%, 0.2%, i, 2, -0.5%, 0%, 6%, 0.1%
COCCNC(=O)C(c1cccc(OC)c1)N(Cc1cccs1)C(=O)Cn1nnc2ccccc21 (stereo not drawn)
  1.1, 1%, 6%, 1.7%, i, 39, 0.0%, 1%, -4%, -0.4%

# Next compounds follow:
SMILES,TNAP activation fold,PMI inhibitors,P. falciparum M17LAP,UTI89 phage lysis,T cell HTS,T cell HTS vesicle-bound %,RSV CPE inhibition,M1AAP inhibition,human PMI inhibitors,West Nile virus CPE
CCOc1ccc(-n2cc(C(=O)Nc3cccc(OC)c3)c3cc(OC)c(OC)cc3c2=O)cc1,1.2,9%,-1%,0.9%,i,21,3.0%,-3%,4%,0.1%
O=C(O)c1ccccc1C1=Nc2ccc(O)cc2Oc2cc(O)ccc21,1.1,-22%,-26%,0.1%,i,52,-0.2%,18%,17%,0.4%
O=C1Nc2cccnc2N(C(=O)CCl)c2ccccc21,·,·,·,0.6%[50 µM],i,36,9.0%,·,·,-1.9%
Cc1ccc2nc(-c3ccc(NC(=O)c4ccco4)cc3)[nH]c2c1,1,12%,10%,?,i,25,11%,1%,10%,0.2%
Cc1cc(NCCC(C)C)n2nc(C)c(-c3ccccc3)c2n1,1,17%,0%,4.6%,i,30,-0.1%,13%,13%,-1.1%
CC(=O)/C(N=Nc1cccc(C(F)(F)F)c1)=C(\C)O,1,-10%,1%,-0.3%,i,50,-1.5%,3%,-12%,-0.4%
CCCCC(CC)CNC(=O)C(=O)c1ccccc1NC(C)=O (stereo not drawn),1.2,11%,-10%,1.6%[50 µM],i,19,0.5%,0%,-2%,-0.9%
COc1ccc(/C=N/NC(=O)C(C)n2cnc3ccccc3c2=O)cc1 (stereo not drawn),1.1,2%,1%,3.7%[50 µM],i,54,5.4%,5%,-9%,-0.3%
COc1ccc(CNC(=O)CCN2C(=O)c3ccncc3C2=O)cc1OC,·,·,5%,0.3%,i,47,-0.2%,4%,·,0.6%
CCOC(=O)c1nn(-c2ccccc2)c2nc(Nc3ccccc3)cc(=O)n12,1.1,11%,4%,0.6%,i,18,0.8%,2%,3%,-0.4%
O=[n+]1cc(-c2ccccc2)n([O-])c2c1CCC2,1.1,7%,1%,1.0%,i,60,1.7%,11%,2%,-0.1%
Cc1ccccc1C(OCCN(C)C)C1CCCCC1 (stereo not drawn),1,-8%,6%,5.5%,i,48,0.2%,-1%,-4%,-0.3%
CCc1ccc(CN2C(=O)c3ccccc3C2C(=O)NCc2cccnc2)cc1 (stereo not drawn),1.2,-1%,8%,0.2%,i,15,1.0%,4%,1%,-0.8%
CC(=O)Nc1nonc1NC(C)=O,1.1,5%,-5%,0.3%,i,12,1.1%,1%,11%,0.8%
CCc1ccccc1NC(=S)N(CCN(C)C)C(C)c1cccnc1 (stereo not drawn),1,-13%,6%,0.4%,i,39,-1.3%,5%,-12%,-1.0%
CCCCN(C(=O)Cn1nnc2ccccc21)C(C(=O)NCCOC)c1ccc(OC)cc1OC (stereo not drawn),1.1,0%,-11%,1.5%,i,30,0.8%,6%,-3%,-1.4%
COc1cc(-c2nc3ccccn3c2/N=C/c2cccc(OC)c2O)ccc1O,0.9,38%,17%,0.5%,i,62,0.5%,3%,62%*,0.4%
C=CCN1C(=O)C(CC(=O)Nc2ccccc2)N(Cc2ccccn2)C1=S (stereo not drawn),1.1,-2%,5%,1.1%,i,61,0.1%,0%,-4%,-0.6%
COc1cccc(-c2nc(N3CC(C)CC(C)C3)c3ccccc3n2)c1O (stereo not drawn),1.1,12%,0%,5.0%,·,·,·,3%,8%,·
Cc1cc(Cl)ccc1NC(=O)C1COc2ccccc2O1 (stereo not drawn),·,·,·,0.1%,i,60,11%,·,·,0.8%
CC(=O)c1cc(-c2ccc(F)cc2)n(CC(=O)NCc2cccs2)c1C,1,-13%,12%,0.1%,i,50,1.6%,1%,-10%,-0.3%
O=C(CSCc1nc2c(nnn2Cc2ccc(F)cc2)c(=O)[nH]1)Nc1cccc(C(F)(F)F)c1,1.1,3%,21%,-0.5%,i,42,2.2%,3%,1%,-0.1%
CC(=O)Nc1ccc(NS(=O)(=O)c2cc([N+](=O)[O-])ccc2C)cc1,1.1,-2%,2%,-0.3%,i,48,-0.1%,2%,1%,0.0%
CSc1nnc(CNC(=O)c2ccccc2)n1-c1ccc(F)cc1,1.1,1%,-5%,0.4%,i,13,0.0%,4%,4%,0.1%
COc1ccc(C(=O)Cn2c(C(=O)/C=C/c3ccccc3)nc3ccccc32)cc1,1.1,-4%,-13%,8.6%,i,13,7.0%,6%,-6%,1.2%

# Screening data as filed in PubChem.
